# From PubChem
# RGS7-Gao reg – regulators of human RGS7-Galphao interaction. P09471. Multiplexed bead flow cytometry, RGS7-Galphao binding; actives lie on both sides. binding response (% of control), % at 10 µM. actives 0.35% (n = 220,000); in the data active = binding response below about 49% or above about 150%; inconclusive = no clear call, values can overlap the other calls; inactive = in between;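 also: fluorescent Galphao held in activated GDP-AlF4 state binding bead-coupled RGS7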
# Target sequence (P09471 whole entry, looked up): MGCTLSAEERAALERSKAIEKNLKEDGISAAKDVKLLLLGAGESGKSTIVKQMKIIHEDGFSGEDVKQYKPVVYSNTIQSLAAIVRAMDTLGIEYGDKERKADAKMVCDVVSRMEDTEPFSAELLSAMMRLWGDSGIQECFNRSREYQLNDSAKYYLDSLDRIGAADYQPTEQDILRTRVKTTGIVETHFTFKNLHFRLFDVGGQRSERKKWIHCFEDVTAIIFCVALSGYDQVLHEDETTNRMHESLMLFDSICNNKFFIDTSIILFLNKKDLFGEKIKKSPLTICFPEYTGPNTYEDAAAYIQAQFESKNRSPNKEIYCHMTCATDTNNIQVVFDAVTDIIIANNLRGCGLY
# RGS4-Gao reg – modulates binding of RGS4 to human Galphao; P09471; Multiplexed bead flow cytometry; actives lie on both sides; binding response (% of control), % at 10 µM; actives 0.33% (n = 220,000); in the data active = binding response below about 49% or above about 150%; inactive = in between;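 also: fluorescent Galphao activated with aluminum fluoride binding bead-coupled RGS4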
# RGS8-Gao reg – regulators of human RGS8-Galphao interaction; P09471; multiplexed bead flow cytometry, RGS8-Galphao binding; actives lie on both sides; response (percent of control binding), % at 10 µM; actives 0.34% (n = 220,000); AID 1423; in the data active = response below about 60% or above about 140%; inactive = in between;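 also: Galphao activated as the GDP aluminium fluoride complex binding bead-coupled RGS8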
# An asterisk follows results filed as active; ? = inconclusive.
SMILES,RGS7-Gao reg,RGS4-Gao reg,RGS8-Gao reg
O=S(=O)(Cc1noc(-c2ccc(OC(F)(F)F)cc2)n1)c1ccc(F)cc1,?,107,103
COc1ccc(N2CC(C(=O)Nc3nc4ccccc4s3)CC2=O)cc1 (stereo unspecified),?,98,98
CCN1CCN(C(=O)C23CCC(C)(C(=O)C2Br)C3(C)C)CC1 (stereo unspecified),?,95,98
COc1ccc(C2Nc3cc(OC)ccc3-n3cccc32)cc1 (stereo unspecified),?,92,98
O=S(=O)(CCN1CCN(c2ccccn2)CC1)c1ccc(F)cc1,?,98,99
N#CNc1nc(O)cc(=O)[nH]1,?,100,99
O=C(CCn1c(=S)oc2ccccc21)NC1CCCCCC1,?,101,100
COC(C[C@H]1O[C@H]1C(=O)COCc1ccccc1)OC,?,106,102
COc1ccc(N2CC(C(=O)Nc3cc(C)ccn3)CC2=O)cc1 (stereo unspecified),?,98,99
Cc1cccc(-c2noc(-c3c(C)noc3C)n2)c1,?,100,100
COCCCN(C(=O)Cc1ccc(Cl)c(Cl)c1)c1c(N)n(Cc2ccccc2)c(=O)[nH]c1=O,?,97,101
Cc1nc2c(C)cccc2c2c1CCN2c1ccccc1F,?,102,98

# 2 records picked at random from those above, as already listed:
SMILES,RGS7-Gao reg,RGS4-Gao reg,RGS8-Gao reg
O=C(CCn1c(=S)oc2ccccc21)NC1CCCCCC1,?,101,100
COc1ccc(N2CC(C(=O)Nc3cc(C)ccn3)CC2=O)cc1 (stereo unspecified),?,98,99

# Remaining list, next part:
SMILES,RGS7-Gao reg,RGS4-Gao reg,RGS8-Gao reg
O=C(N/N=C/c1ccc2nccnc2c1)c1ccccc1O,?,101,98
Cn1c(=O)c2[nH]c(COc3ccc(C(C)(C)C)cc3)nc2n(C)c1=O,?,105,104
CCCCC[n+]1ccn(-c2nc3ccccc3nc2[N-]S(=O)(=O)c2ccccc2)c1,?,99,100
COC(=O)/C=C1/SC(=Nc2ccc(Cl)c(Cl)c2)NC1=O,?,101,100
C=CCC(Nc1ccccc1)c1cccc(OC)c1OC (stereo unspecified),?,96,99
COc1ccc(-c2noc(-c3ccccc3C(=O)NCC3CCCO3)n2)cc1 (stereo unspecified),?,99,99
COc1ccccc1N1CN(CCc2ccccc2)CNC1=S,?,101,103
COc1cc(/C=C2\COC/C(=C\c3cc(OC)c(OC)c(OC)c3)C2=O)cc(OC)c1OC,?,89,96
CC1=Nc2ccccc2N=C(NC(=O)/C=C/C(=O)O)C1c1ccccc1 (stereo unspecified),?,89,95
CCN(CC)CCn1c(C)nc2c(sc3nc4c(cc32)COC(C)(C)C4)c1=O,?,102,101
COc1ccccc1CCNC(=O)Cc1cccs1,?,104,100
Cc1ccc(C)c(N2N=C(C(=O)O)CCC2=O)c1,?,102,97
COc1ccccc1C1OC2=C(Nc3ccc([N+](=O)[O-])cc3N2)C1=O (stereo unspecified),?,104,103
COCCNS(=O)(=O)c1ccc2c(c1)C(=NO)c1cc(S(=O)(=O)NCCOC)ccc1-2,?,98,98
CN1CCN(c2ccc(C(CC(N)=O)NC(=O)Cc3ccc(Br)cc3)cc2[N+](=O)[O-])CC1 (stereo unspecified),?,103,99
C/C=C(/C)C(=O)Nc1cccc(C2=NOC3(C2)C[C@H](C(N)=O)N(C(=O)Cc2ccc([N+](=O)[O-])cc2)C3)c1 (stereo partly specified),?,109,104
COCCCNC(=S)NNC(=O)c1ccc(C(C)(C)C)cc1,?,101,102
Cc1cc(C)n(-c2n[nH]c(=O)c3ccccc23)n1,?,91,98
Cc1ccc(-c2ccccc2)n1-c1cccc(C(=O)O)c1,?,98,99
OC(COc1cccc2ccccc12)CN1CCN(c2ccc(Cl)cc2)CC1 (stereo unspecified),?,99,102
COc1ccc(CCNCC(O)Cn2ccc3ccccc32)cc1OC (stereo unspecified),?,103,101
COc1cccc(-c2nnc(NC(=O)c3cccc(F)c3)o2)c1,?,99,101
COc1ccc(OC)c(NC(=O)c2ccccc2NC(=O)c2ccco2)c1,?,89,90
C=CCN(c1ccccc1C(=O)NCC(=O)OCC)S(=O)(=O)c1ccc(C)cc1,?,98,99
Cc1oc(C(C)(C)C)cc1C(=O)N1CCN(c2ccc(C(F)(F)F)cn2)CC1,?,106,107
Cc1nccc(-c2sc(-c3cccs3)nc2C)n1,?,95,99
O=c1cc(-c2ccc(O)c(O)c2)oc2cc(O)cc(O)c12,?,91,95
FC(F)(F)c1cccc(Nc2cc(-c3ccccc3)nc3ncnn23)c1,?,98,98
Cc1ccc(S(=O)(=O)n2nccc2-c2c(-c3ccc(Cl)cc3)noc2C)cc1,?,91,95
CC(C)CCn1c2ccccc2c2cc(CC(N)=O)ccc21,?,100,100
O=C(CCC(=O)c1ccccc1)NCc1ccccc1,?,101,101
O=c1oc(-c2ccccc2NS(=O)(=O)c2ccc(F)cc2)nc2ccccc12,?,99,99
COc1ccc(NC(=O)c2nc(C)c(C3(C)CC(c4ccccc4)=NO3)s2)cc1 (stereo unspecified),?,92,95
COc1ccc(OC)c(NC(=O)N[C@H](Cc2ccccc2)C(=O)NN)c1,?,88,94
O=C(CNCCC1=CCCCC1)Nc1ccccc1N1CCCCCC1,?,98,101
O=P(c1ccccc1)(c1ccccc1)c1nc(-c2ccccc2)oc1N1CCOCC1,?,106,103
Cc1cc(NC(=O)c2cccc(S(=O)(=O)N3c4ccccc4CC3C)c2)no1 (stereo unspecified),?,91,93
COc1ccc(-c2[nH]ncc2CN2CCC(C(=O)c3ccc(F)cc3)CC2)cc1,?,94,98
C#CC(CC)(CC)NC(=O)/C=C/C(=O)O,?,98,100
Nc1ccc2nc(Cc3ccccc3)[nH]c2c1,?,105,103
COC(=O)c1cc(S(=O)(=O)N(C)C2CCCCC2)oc1C,?,100,98
Cc1cc(F)ccc1NC(=O)C(C)n1c2ccccc2c2nc(=O)cc(C)n21 (stereo unspecified),?,90,91
Cc1cc(C)c2c(N)c(C(=O)N/N=C/c3ccccc3)sc2n1,?,100,99
COC(=O)[C@@H]1C[C@H]2CC[C@H](O)C[C@H]2N1Cc1ccc(C)s1,?,95,96
CC(/C=C1\SC(=S)N(c2ccc(C(=O)O)cc2)C1=O)=C\c1ccccc1,?,103,103
CCOc1c(Nc2ccccc2O)c(=O)c1=O,?,96,98
NC(=S)Cc1ccc(Cl)cc1Cl,?,94,100
COC(=O)c1ccc(C23CC4(C2)[C@H](CN(CC2CCCCC2)[C@@H]4c2ccccc2)C3c2ccccc2)cc1 (stereo partly specified),?,98,100
CCOC(=O)C1CCN(c2nc3c(C)cccn3c(=O)c2/C=C(\C#N)S(=O)(=O)c2ccccc2)CC1,?,102,99
Cc1csc2c(=O)sc(NC(=O)c3cccs3)nc12,?,98,98
O=C(Nc1ccccc1)Oc1ccccc1N1CCOCC1,?,129,111
COc1ccc(C2c3ccc(O)cc3Oc3ncn4nc(-c5ccccn5)nc4c32)cc1OC (stereo unspecified),?,99,97
CCn1c2ccccc2c2cc(NC(=O)Nc3ccc([N+](=O)[O-])cc3C)ccc21,?,105,100
COc1ccc2c(c1)[nH]c1c(=O)n(/N=C/c3ccc(OC)c(CN4CCCCC4)c3)cnc12,?,104,103
CCOC(=O)c1cc2c(nc1N)CCCC2,?,96,100
CN(C)Cc1cc(O)c(CN(C)C)cc1O,?,98,74
CSc1nnc(-c2ccc(C(F)(F)F)nc2C)o1,?,101,100
O=C(CCc1nc(-c2ccccn2)no1)NCc1ccc2c(c1)OCO2,?,106,103
O=C(NNC(=O)C1[C@H]2CCCC[C@@H]12)Nc1cccc2ccccc12 (stereo partly specified),?,100,100
O=C(Nc1ncc(Cc2cccc(C(F)(F)F)c2)s1)C1CCCO1 (stereo unspecified),?,100,101
# The list goes on.
SMILES,RGS7-Gao reg,RGS4-Gao reg,RGS8-Gao reg
S=C(NC1CCCCC1)N1CCCCC1,?,105,104
O=C(Nc1cccc(-c2csc(Nc3ccc(Cl)cc3)n2)c1)c1cc([N+](=O)[O-])cc(C(F)(F)F)c1,?,101,102
COc1ccc(C(=O)NCC2CCCO2)cc1OC (stereo unspecified),?,119,102
Cc1cc(C)c2cc(C(=O)Nc3ccccc3)[nH]c2c1,?,96,99
Cc1c(-c2ccccc2)[n+](=O)c(-c2ccc(Br)cc2)c(C)n1[O-],?,102,102
CN(C(=O)c1ccc2c(=O)n3c(nc2c1)CCCCC3)c1ccccc1Cl,?,101,99
C/C(=N\NC(N)=S)C1(C)CC2(CC(C)(C)OC2=O)C(=O)O1 (stereo unspecified),?,100,98
CCc1cc(-c2nc(N)ncc2-c2ccc(Br)cc2)c(O)cc1OC,?,98,105
CC1=C(C(N)=O)C(c2cccs2)NC(=O)N1 (stereo unspecified),?,97,98
C=CCOc1ccc(C2=NO[C@@H]3[C@@H]4C[C@@H]([C@H]5C(=O)N(C)C(=O)[C@@H]45)[C@H]23)cc1,?,99,102
COc1cc(/C=C2\SC(=Nc3cccnc3)NC2=O)cc(OC)c1OC,?,107,103
CN(C)c1ccc(P(=O)(OC2CCCCC2)C(Nc2ccccc2)c2cccnc2)cc1 (stereo unspecified),?,102,99
CCOC(=O)C1CCCN(CC(=O)c2c[nH]c3ccc(C)cc23)C1 (stereo unspecified),?,99,100
COc1ccc(C2OC(=O)C(C)(C)C(=O)C2(C)C)cc1OC (stereo unspecified),?,95,100
CC(C)c1cc(C(=O)O)c2ccccc2n1,?,98,98
O=C(NC1CCSC1)c1cccc(Cl)c1 (stereo unspecified),?,107,104
Cc1ccccc1C(=O)N1CCN(C(c2ccccc2)c2ccccc2)CC1,?,100,97
CCOC(=O)Nc1ccc2nc(Sc3ccc(Cl)cc3)sc2c1,?,106,100
Cc1ccc(SCc2cn3ccccc3n2)cc1,?,99,101
CCC(C)(CC(=O)O)CC(=O)Nc1cc(C(F)(F)F)cc(C(F)(F)F)c1 (stereo unspecified),?,103,100
O=C(NC(=S)Nc1ccc2oc(=O)ccc2c1)c1ccccc1F,?,91,101
Cc1onc(NC(=O)c2ccc([N+](=O)[O-])o2)c1Br,?,105,102
O=S(=O)(NC1CCCCC1)c1ccc(N2CCOCC2)nc1,?,102,108
FC(F)(F)c1cccc(NC(=S)NNC(=S)Nc2cccc(C(F)(F)F)c2)c1,?,101,96
O=C(NC(=S)Nc1ccccc1N1CCCC1)c1cccs1,?,100,99
COc1ccc(Cl)cc1NC(=O)/C=C/C(=O)O,?,105,102
COc1cc2c(cc1OC)CN(C(=O)c1ccc(OC)c([N+](=O)[O-])c1)CC2,?,109,105
Cc1ccc(S(=O)(=O)N(C)C)cc1NC(=O)CSc1nnnn1-c1ccc(O)cc1,?,105,103
CCN(CC)S(=O)(=O)c1ccc(/C=C/C(=O)Nc2ccccc2N2CCOCC2)cc1,?,102,101
O=c1cc(COc2ncnc3c(Cl)cc(Cl)cc23)nc2sccn12,?,106,103
O=C(Nc1ccc(S(=O)(=O)N2CCCC2)cc1)c1cc(=O)c2ccccc2o1,?,102,104
CN(C(=O)Cn1nnc(-c2cccnc2)n1)C1CCCCC1,?,96,95
O=c1c2ccccc2ncn1Cc1ccccc1,?,101,99
O=C(CCCCCCCCCCC(=O)NCc1cccnc1)NCc1cccnc1,?,106,100
Nc1nc(CCl)nc(Nc2ccc3ccccc3c2)n1,?,101,99
COc1ccc(C(C)=O)cc1CSc1ccccn1,?,97,98
Cn1nc(C(F)(F)F)cc1C(=O)Nc1ccc(Cl)cc1,?,100,100
Cc1ccc2[nH]c(O)c(N=NC(N)=S)c2c1,?,100,101
CC1SCC(NC(=O)c2cccc(Cl)c2)CS1 (stereo unspecified),?,94,99
COc1ccc(/C=C/C(=O)O/N=C(\N)c2cccnc2)cc1OC,?,100,99
O=C(O)c1ccc(N/N=C/C2=C(N3CCOCC3)C(=C\c3ccccc3)/CC2)cc1,?,100,100
c1ccc(CN2CCOCCOCCOCC2)cc1,?,99,99
NNC(=S)Nc1c(F)cc(F)cc1Br,?,110,106
CCC(C)[C@H]1CNC(=O)C(=O)N1CCCc1cc(OC)c(OC)c(OC)c1 (stereo partly specified),?,77,86
c1cncc(-c2nc(NCc3ccc4c(c3)OCO4)c3ccccc3n2)c1,?,97,100
O=C(Nc1ccc(Cl)cc1)N1N=CCC1c1ccccc1 (stereo unspecified),?,100,98
O=c1[nH]nc(-c2ccc(F)cc2)cc1Cc1ccccn1,?,96,101

# Grouped by structure: the compounds so far with a Cl atom
SMILES,RGS7-Gao reg,RGS4-Gao reg,RGS8-Gao reg
COCCCN(C(=O)Cc1ccc(Cl)c(Cl)c1)c1c(N)n(Cc2ccccc2)c(=O)[nH]c1=O,?,97,101
COC(=O)/C=C1/SC(=Nc2ccc(Cl)c(Cl)c2)NC1=O,?,101,100
OC(COc1cccc2ccccc12)CN1CCN(c2ccc(Cl)cc2)CC1 (stereo unspecified),?,99,102
Cc1ccc(S(=O)(=O)n2nccc2-c2c(-c3ccc(Cl)cc3)noc2C)cc1,?,91,95
NC(=S)Cc1ccc(Cl)cc1Cl,?,94,100
O=C(Nc1cccc(-c2csc(Nc3ccc(Cl)cc3)n2)c1)c1cc([N+](=O)[O-])cc(C(F)(F)F)c1,?,101,102
CN(C(=O)c1ccc2c(=O)n3c(nc2c1)CCCCC3)c1ccccc1Cl,?,101,99
O=C(NC1CCSC1)c1cccc(Cl)c1 (stereo unspecified),?,107,104
CCOC(=O)Nc1ccc2nc(Sc3ccc(Cl)cc3)sc2c1,?,106,100
COc1ccc(Cl)cc1NC(=O)/C=C/C(=O)O,?,105,102
O=c1cc(COc2ncnc3c(Cl)cc(Cl)cc23)nc2sccn12,?,106,103
Nc1nc(CCl)nc(Nc2ccc3ccccc3c2)n1,?,101,99
Cn1nc(C(F)(F)F)cc1C(=O)Nc1ccc(Cl)cc1,?,100,100
CC1SCC(NC(=O)c2cccc(Cl)c2)CS1 (stereo unspecified),?,94,99
O=C(Nc1ccc(Cl)cc1)N1N=CCC1c1ccccc1 (stereo unspecified),?,100,98

# A portion of the library; the hit share may differ from the screen's.
